TCR activator: activates T cell receptor signaling. 330,000 tested, under 10 active. primary human leukocytes, anti-CD3, IL-2 HTRF, 48 h. AID 504894. Potency, µM (top dose mostly 9.22 µM), inactives show top-dose activation of IL-2 secretion, usual class: activators; also: % of control where 0% means no effect
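1) Mix primary human leukocytes, a-CD3 beads and compound. 2) Incubate 48 hr. 3) Add HTRF IL-2 reagents (a-IL-2-K, a-IL-2-d2).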
Eya2 phos inh: Eya2 (human) phosphatase inhibition | recombinant Eya2, OMFP fluorescence dephosphorylation (OMFP is methylfluorescein phosphate) | Potency, µM (highest dose often 76.9 µM), without a hit: at the highest dose activity, negative = inhibition, actives largely listed as inhibitors | 330,000 compounds, 0.006% hits; also: potency is read from the fitted curve at half-maximal effect; % is scaled to controls: 0 for no effect and ±100 for the full control effect
Target sequence (O00167 whole entry, looked up): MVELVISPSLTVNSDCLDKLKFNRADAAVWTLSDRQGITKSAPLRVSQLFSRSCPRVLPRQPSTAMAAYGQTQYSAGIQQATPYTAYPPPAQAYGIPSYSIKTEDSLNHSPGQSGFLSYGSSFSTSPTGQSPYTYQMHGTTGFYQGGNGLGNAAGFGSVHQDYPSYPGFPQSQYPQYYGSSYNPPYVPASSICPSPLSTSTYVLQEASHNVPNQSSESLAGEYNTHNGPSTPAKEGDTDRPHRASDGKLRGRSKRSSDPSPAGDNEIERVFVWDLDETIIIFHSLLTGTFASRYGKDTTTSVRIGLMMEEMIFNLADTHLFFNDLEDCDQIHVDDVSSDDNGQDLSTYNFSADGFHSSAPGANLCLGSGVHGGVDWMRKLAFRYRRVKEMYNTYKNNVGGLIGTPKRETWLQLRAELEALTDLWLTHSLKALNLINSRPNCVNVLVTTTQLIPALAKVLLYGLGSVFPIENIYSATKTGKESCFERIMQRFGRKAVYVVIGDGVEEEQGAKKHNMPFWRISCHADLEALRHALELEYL
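Eya2 (0.2 uM) preincubated 10 min at ambient with compound, then OMFP substrate added at 50 uM; 10 min reaction in 50 mM HEPES pH 7.5, 50 mM NaCl, 5 uM MgCl2, 0.05% BSA, 1 mM DTT. Fluorescence read at Ex 485/Em 525 nm.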
KCNH2 3.1 inh: KCNH2 3.1 (human) potassium channel inhibition. U2OS KCNH2 3.1, thallium flux FluxOr; stronger effect = lower value. AID 720553. 340,000 compounds, 0.95% hits. activity change, % (tested at about 1.8 µM);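 active = maximum activity change below -70%; inconclusive = maximum activity change from -70% to -50%; inactive = maximum activity change above -50%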;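 also: thallium influx rate constant from kinetic fluorescence after stimulation buffer; % is scaled to controls: 0 for no effect and ±100 for the full control effect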
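We transduce U2OS cells with the mutant 3.1 virus, culture them overnight, load FluxOr with Red40 quencher for 45 min, then add stimulation buffer and read kinetically for 2 min to derive a normalized rate constant.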
USP2a block: USP2a (human) protease inhibition; USP2 core, Ub-CHOP2 coupled fluorogenic reporter, 485/531; 330,000 compounds, 0.01% hits; AID 463254; Potency, µM (highest dose often 38.3 µM), for the others: top-dose activity change, negative = inhibition, usual class: inhibitors;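 also: potency is read from the fitted curve at half-maximal effect; plate controls were DMSO wells for no effect and full inhibition by NEM control for full effect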
Target sequence (O75604 whole entry, looked up): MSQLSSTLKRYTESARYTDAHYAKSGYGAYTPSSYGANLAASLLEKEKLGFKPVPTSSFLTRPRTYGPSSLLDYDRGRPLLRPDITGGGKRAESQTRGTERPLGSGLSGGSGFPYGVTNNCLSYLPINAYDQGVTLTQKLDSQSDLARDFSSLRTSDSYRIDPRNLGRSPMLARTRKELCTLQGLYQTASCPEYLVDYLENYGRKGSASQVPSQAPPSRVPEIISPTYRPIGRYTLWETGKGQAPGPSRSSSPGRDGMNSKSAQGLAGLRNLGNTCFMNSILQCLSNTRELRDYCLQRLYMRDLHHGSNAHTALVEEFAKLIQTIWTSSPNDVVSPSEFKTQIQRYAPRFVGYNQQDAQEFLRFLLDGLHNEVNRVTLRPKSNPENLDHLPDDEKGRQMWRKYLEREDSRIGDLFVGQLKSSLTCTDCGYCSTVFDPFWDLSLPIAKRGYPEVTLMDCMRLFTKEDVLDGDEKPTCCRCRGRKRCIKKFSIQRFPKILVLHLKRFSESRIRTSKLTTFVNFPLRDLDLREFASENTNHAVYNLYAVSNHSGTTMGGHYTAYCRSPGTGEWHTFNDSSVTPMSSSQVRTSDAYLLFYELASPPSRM
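USP2 core (10nM final) preincubated 30min RT with compound in 20mM Tris-HCl pH 8.0, 2mM CaCl2, 2mM beta-mercaptoethanol, 0.05% CHAPS; 25nM Ub-CHOP2 plus 25nM reporter substrate added, fluorescence (Ex485/Em531) read after 60min.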
ELG1 DNA repair: blocks ELG1-dependent DNA repair in HEK293T cells; 330,000 compounds, 2.3% hits; HEK293T ELG1-luciferase reporter, luminescence, 16 h; DNA damage induced by 5-fluorouridine; Potency, µM (titrated, usually from 46.1 µM), for the others: at the highest dose activity change, negative = inhibition, most hits filed as inhibitors; also: potency is read from the fitted curve at half-maximal effect; % is scaled to controls: 0 for no effect and ±100 for the full control effect; nearly all actives have a fitted effect of over 55% in size
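In this reporter screen, reduction of luminescence relative to DMSO vehicle indicated activity. Compounds and 5-fluorouridine were added together to 2,000 cells per well, incubated for 16 hr at 37 °C, then developed with ONE-Glo.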
A-T KAP1 phos: candidate therapy for ataxia-telangiectasia; […] A-T fibroblasts, KAP-1 phosphorylation AlphaLISA; neocarzinostatin DNA damage 30 min before lysis; Potency, µM (top dose mostly 57.5 µM), for the others: at the highest dose activation, most hits filed as activators; 320,000 compounds, 0.19% hits; also: potency is read from the fitted curve at half-maximal effect; % of control where 0% means no effect; nearly all actives have a fitted effect of over 45% in size
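ATM-like activity read as KAP-1 phosphorylation via AlphaLISA donor/acceptor antibody pairs after lysis and 6 hr at 25C. Cells were ATM-null patient fibroblasts ([…], hTERT), dosed 60 min, then exposed to the DSB inducer NCS for 30 min.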
Mito fusion act: inhibitors of mitochondrial division or activators of mitochondrial fusion | S. cerevisiae fusion-defective mutant growth rescue, CellTiterGlo 48 h | Potency, µM (titrated, usually from 46.1 µM), inactives show top-dose growth rescue (activation), actives largely listed as activators | 320,000 compounds, 0.23% hits | AID 485298;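 also: potency is read from the fitted curve at half-maximal effect; % of control where 0% means no effect; nearly all actives have a fitted effect of over 45% in size; temperature-sensitive fusion mutants such as fzo1-1 at 37 °C on non-fermentable ethanol glycerol medium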
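Luminescent cell viability in 1536-well qHTS format served as the measure of rescued growth in ts fusion-mutant S. cerevisiae cultured on non-fermentable YPEG for 48 hours at 37C.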
TSHR antag: antagonists of human thyroid stimulating hormone receptor; P16473; TSHR-expressing cells, TSH-stimulated cAMP HTRF, 2 h; stronger effect = lower value; activity change, negative = inhibition, % at 11.5 µM; 330,000 compounds, 0.2% hits;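 active = activity change below a set negative limit, meaning inhibition stronger than a set level, cut at about -70% in these data; inconclusive = activity change between two set negative limits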; also: % is scaled to controls: 0 for no effect and ±100 for the full control effect
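Competitive HTRF cAMP read-out (cryptate anti-cAMP antibody, cAMP-d2; 30 min, room temperature) in freshly harvested TSHR cells. Compounds added before TSH at EC80 (4nM final), followed by 2 hours' incubation at 37 deg C.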
TRPV1 agonist: agonists of human vanilloid receptor 1 (TRPV1); Q8NER1; activation, % at 8.33 µM; 320,000 compounds, 0.19% hits; TRPV1-expressing cells, Fluo-8 calcium influx, agonist mode; in the data active = activation above about 80%; inconclusive = between about 30% and that limit; also: 0% is about no effect
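Cells expressing TRPV1 were dye-loaded with Fluo-8 and read kinetically: 10 s baseline, 3 min after compound (agonist portion), then 2 min after EC20 capsaicin (allosteric enhancer portion). Calcium-bound dye fluorescence at 480/520 nm.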
hERG WT inh: KCNH2 (human, wildtype) channel inhibition; Q12809; U2OS, BacMam KCNH2, thallium flux FluxOr; stronger effect = lower value; activity change, % at 1.84 µM; 340,000 compounds, 0.37% hits; AID 720551;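 active = maximum activity change below -70%; inconclusive = maximum activity change between -70% and -50%; inactive = maximum activity change above -50%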; also: % is scaled to controls: 0 for no effect and ±100 for the full control effect
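U2OS cells transduced with wild-type KCNH2 virus are loaded with FluxOr dye for 45 min, and thallium flux is measured in kinetic reads before and after stimulation buffer. Rate constants are normalized to DMSO controls.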
* = called active by the depositor; [ ] = another dose, or the depositor's remark. Unless noted, calls follow the shape of the dose curve; as a rule, active = well fitted curve in the direction sought with a large enough effect; inconclusive = small, poorly fitted or top-dose-only effect, or another doubt; inactive = no such curve, though single readings can be large; an effect the other way counts as inactive or inconclusive. Not all compounds are listed (hit frequency here may not be typical).

What do the screens show for `Cc1ccc(NC(=O)CCC(=O)N2CCC(C)CC2)c([N+](=O)[O-])c1`?
TCR activator: 10.3%; Eya2 phos inh: 10.5%; KCNH2 3.1 inh: -4.0; USP2a block: 1.5%; ELG1 DNA repair: 10.9%; A-T KAP1 phos: 1.6%; Mito fusion act: -3.6%; TSHR antag: 6.8; TRPV1 agonist: inconclusive; hERG WT inh: 0.4

What do the screens show for `CCCCOC(=O)c1ccc(N=Nc2c(C)c(C#N)c(O)[nH]c2=O)cc1`?
TCR activator: -4.9%; Eya2 phos inh: -28.4%; KCNH2 3.1 inh: 0.3; USP2a block: -1.3%; ELG1 DNA repair: 15.7%; A-T KAP1 phos: -10.6%; Mito fusion act: -4.4%; TSHR antag: -6.2; TRPV1 agonist: 0.1; hERG WT inh: 5.4

What do the screens show for `COc1ccccc1C(NC(=O)C1CCCCC1)c1c(O)ccc2ccccc12` (stereo not drawn)?
TCR activator: -3.3%; Eya2 phos inh: -5.9%; KCNH2 3.1 inh: -13.8; USP2a block: 1.3%; ELG1 DNA repair: 19.3%; A-T KAP1 phos: 4.2%; Mito fusion act: -2.2%; TSHR antag: -5.1; TRPV1 agonist: -0.4; hERG WT inh: -1.5

What do the screens show for `O=C(NC1CCCC1)C(c1cccnc1)N(C(=O)c1csnn1)c1ccccc1` (stereo not drawn)?
TCR activator: -2.5%; Eya2 phos inh: 7.5%; KCNH2 3.1 inh: -5.8; USP2a block: 0.4%; ELG1 DNA repair: 7.9%; A-T KAP1 phos: 5.6%; Mito fusion act: 6.9%; TSHR antag: 9.4; TRPV1 agonist: 2.3; hERG WT inh: 1.1

How did Cc1ccc(N(C(=O)Cn2nnc3ccccc32)C(C(=O)NCc2ccco2)c2ccc(C)o2)cc1 (stereo not drawn) do in these assays?
TCR activator: -10.3%; Eya2 phos inh: 16.2%; KCNH2 3.1 inh: 2.1; USP2a block: 2.2%; ELG1 DNA repair: -7.7%; A-T KAP1 phos: 7.6%; Mito fusion act: 2.8%; TSHR antag: -11.2; TRPV1 agonist: 6.5; hERG WT inh: 14.4

What do the screens show for `CCCOc1ccccc1C(=O)NCCCC(=O)O`?
TCR activator: 8.1%; Eya2 phos inh: 10.6%; KCNH2 3.1 inh: -12.8; USP2a block: -1.4%; ELG1 DNA repair: inconclusive; A-T KAP1 phos: 1.0%; Mito fusion act: -0.7%; TSHR antag: -2.0; TRPV1 agonist: -0.9; hERG WT inh: -2.1

Results for O=C(Oc1ccc(Br)cc1C(=S)N1CCCC1)c1ccccc1Cl ?
TCR activator: 1.4%; Eya2 phos inh: -8.5%; KCNH2 3.1 inh: 5.9; USP2a block: -1.6%; ELG1 DNA repair: 7.1%; A-T KAP1 phos: 4.8%; Mito fusion act: -4.1%; TSHR antag: -5.0; TRPV1 agonist: 14.5; hERG WT inh: 13.1

What do the screens show for `COc1ccc(CCNC(=O)C2CC3Cn4c(nc5cc(C)c(C)cc54)C3N2C)cc1` (stereo not drawn)?
TCR activator: 12.7%; Eya2 phos inh: 3.8%; KCNH2 3.1 inh: 2.8; USP2a block: -6.6%; ELG1 DNA repair: -24.2%; A-T KAP1 phos: -32.3%; Mito fusion act: 12.3%; TSHR antag: -1.1; TRPV1 agonist: 4.2; hERG WT inh: -11.1

Results for CCOC(=O)c1cc2c(=O)n3ccccc3nc2n(C(C)C)c1=NC(=O)c1ccco1 ?
TCR activator: 4.8%; Eya2 phos inh: inconclusive; KCNH2 3.1 inh: -1.4; USP2a block: -0.9%; ELG1 DNA repair: 3.2%; A-T KAP1 phos: 1.3%; Mito fusion act: -1.1%; TSHR antag: -4.4; TRPV1 agonist: -1.2; hERG WT inh: -0.5

How did CCC(C(=O)NC1CCCCC1)N(Cc1cccs1)C(=O)CCC(=O)Nc1cc(C)on1 (stereo not drawn) do in these assays?
TCR activator: -16.1%; Eya2 phos inh: 6.2%; KCNH2 3.1 inh: -29.0; USP2a block: -0.1%; ELG1 DNA repair: inconclusive; A-T KAP1 phos: 5.0%; Mito fusion act: 7.5%; TSHR antag: -11.4; TRPV1 agonist: -2.2; hERG WT inh: -9.8

How did COCCSc1ccccc1C(=O)Nc1nnc(COC)s1 do in these assays?
TCR activator: -3.8%; Eya2 phos inh: 3.6%; KCNH2 3.1 inh: -11.8; USP2a block: 0.2%; ELG1 DNA repair: -3.9%; A-T KAP1 phos: -1.1%; Mito fusion act: 0.0%; TSHR antag: 0.0; TRPV1 agonist: -4.6; hERG WT inh: 22.9

How did CCOC(=O)C(C(C)=O)C(c1ccc(OCCC(C)C)cc1)C(C(C)=O)C(=O)OCC (stereo not drawn) do in these assays?
TCR activator: -2.2%[46.1 µM]; Eya2 phos inh: -11.5%; KCNH2 3.1 inh: 7.4; USP2a block: -0.7%; ELG1 DNA repair: -24.2%; A-T KAP1 phos: 1.5%; Mito fusion act: 0.3%; TSHR antag: -18.0; TRPV1 agonist: -4.2; hERG WT inh: 10.3

What do the screens show for `COc1cccc(N2CCN(C(=O)CCNS(=O)(=O)c3ccc4c(c3)c(=O)n(C)c(=O)n4C)CC2)c1`?
TCR activator: -4.9%; Eya2 phos inh: -1.0%; KCNH2 3.1 inh: 6.9; USP2a block: 1.2%; ELG1 DNA repair: -19.8%; A-T KAP1 phos: 0.0%; Mito fusion act: 0.3%; TSHR antag: 30.7; TRPV1 agonist: 1.2; hERG WT inh: 8.3

How did C#CCN(CC=C)C(=O)c1ccc(OC2CCN(S(=O)(=O)N(C)C)CC2)cc1 do in these assays?
TCR activator: -1.1%; Eya2 phos inh: -2.2%; KCNH2 3.1 inh: -2.2; USP2a block: 0.6%; ELG1 DNA repair: 20.6µM*; A-T KAP1 phos: -0.5%; Mito fusion act: -2.1%; TSHR antag: -2.2; TRPV1 agonist: -1.7; hERG WT inh: 9.5

How did CCN(CC)Cc1c(C(=O)N/N=C/c2ccco2)nnn1-c1nonc1N do in these assays?
TCR activator: 4.8%; Eya2 phos inh: -4.6%; KCNH2 3.1 inh: -13.7; USP2a block: 2.7%; ELG1 DNA repair: -6.9%; A-T KAP1 phos: -2.3%; Mito fusion act: 4.3%; TSHR antag: 2.1; TRPV1 agonist: 2.7; hERG WT inh: -9.6

What do the screens show for `Cc1ccc(S(=O)(=O)CCCS(=O)(=O)c2ccc(C)cc2)cc1`?
TCR activator: -2.4%; Eya2 phos inh: 4.9%; KCNH2 3.1 inh: -0.6; USP2a block: 3.1%; ELG1 DNA repair: -3.8%; A-T KAP1 phos: 5.6%; Mito fusion act: 4.4%; TSHR antag: 9.9; TRPV1 agonist: -0.2; hERG WT inh: 3.3

Results for COCC(C)NC(=O)c1oc2c(c1C)C1(CCC2)SCCS1 (stereo not drawn) ?
TCR activator: -6.3%[46.1 µM]; Eya2 phos inh: -4.5%; KCNH2 3.1 inh: -2.2; USP2a block: 1.3%; ELG1 DNA repair: inconclusive; A-T KAP1 phos: 0.3%; Mito fusion act: -2.3%; TSHR antag: -3.4; TRPV1 agonist: inconclusive; hERG WT inh: -1.9

Results for CC(C)(C)OC(=O)C[C@@H]1C/C=C\C[C@H](CC(=O)N(CCO)Cc2ccccc2)C(=O)NC[C@@H](c2ccccc2)OC1=O ?
TCR activator: -5.2%; Eya2 phos inh: 0.6%; KCNH2 3.1 inh: -13.7; USP2a block: 0.7%; ELG1 DNA repair: -16.9%; A-T KAP1 phos: -1.5%; TSHR antag: 10.8; hERG WT inh: 9.2

Results for CCNCc1ccc(OCc2ccccc2F)c(OC)c1 ?
TCR activator: 16.0%; Eya2 phos inh: -3.8%; KCNH2 3.1 inh: 7.2; USP2a block: 1.6%; ELG1 DNA repair: inconclusive; A-T KAP1 phos: 1.8%; Mito fusion act: 1.8%; TSHR antag: -1.3; TRPV1 agonist: 2.1; hERG WT inh: 3.5

What do the screens show for `CCCC/C(C)=N/NC(=O)Nc1ccccc1`?
TCR activator: 2.1%; Eya2 phos inh: 2.9%; KCNH2 3.1 inh: 2.7; USP2a block: 1.9%; ELG1 DNA repair: 21.1%; A-T KAP1 phos: 3.3%; Mito fusion act: -1.5%; TSHR antag: 3.2; TRPV1 agonist: -0.3; hERG WT inh: 2.0

How did CN(C)c1ccc(C(=S)N2CCN(C(=S)Nc3ccc(Cl)cc3)CC2)cc1 do in these assays?
TCR activator: -0.9%; Eya2 phos inh: 2.5%; KCNH2 3.1 inh: -15.4; USP2a block: -1.0%; ELG1 DNA repair: 16.1%; A-T KAP1 phos: -1.5%; Mito fusion act: 3.6%; TSHR antag: -14.2; TRPV1 agonist: 1.8; hERG WT inh: -5.2

What do the screens show for `COc1ccc(-c2nn(C)c3sc(C(=O)N4CCOCC4)cc23)cc1OC`?
TCR activator: 2.4%; Eya2 phos inh: -20.3%; KCNH2 3.1 inh: 5.3; USP2a block: -0.5%; ELG1 DNA repair: inconclusive; A-T KAP1 phos: -6.1%; Mito fusion act: 10.5%; TSHR antag: -1.0; TRPV1 agonist: 6.6; hERG WT inh: 2.3

Screens as filed in PubChem.
